RNase H inhibition = RNase H inhibition, HIV 1 Gag Pol polyprotein, FRET biochemical assay, screening (AID 372); HIV-1 RT RNase H, FRET RNA/DNA substrate fluorescence; higher % means a stronger effect; one-dose inhibition, % at 10 µM; IC50 in µM for titrated hits; 0.77% of 100,000 active; in the data active = inhibition above about 50%
Numbers without * were called inactive.

SMILES | RNase H inhibition
O=C(Nc1ccc(F)c([N+](=O)[O-])c1)c1ccc2ccccc2c1 | 13%
COc1ccc(C(=O)Nc2ccccc2)cc1NC(=O)C(c1ccccc1)c1ccccc1 | 15%
Cc1cc(C(=O)N/N=C/c2cc(Br)ccc2O)n[nH]1 | 11%
CN1C(=O)NC(=O)/C(=C/c2cccc3ccccc23)C1=O | 29%
COc1ccc(C2NC(=S)NC3=C2N2CCC3CC2)cc1 (centres undefined) | 8%
CCC(C)c1ccccc1OCCOc1ccccc1/C=C1\SC(N)=NC1=O (centres undefined) | 23%
O=C(Nc1ccc(I)cc1)c1ccc2c(c1)C(=O)N(c1ccc(Br)cc1)C2=O | 10%
O=C(N/N=C/c1ccc(Cl)c([N+](=O)[O-])c1)c1cccc(Cl)c1 | 0%
COc1cc(NC(=O)c2ccc(Cl)c(Cl)c2)cc(OC)c1 | 12%
CCOC(=O)/C(=C/Nc1ccccc1)C(=O)Nc1ccccc1 | 0%
CC1=C(C#N)c2nc(N)c(C#N)c(C)c2/C1=C/c1ccc(-c2cccc(Cl)c2Cl)o1 | 15%
CCOC(=O)c1c2c(n(-c3ccccc3)c1C)C=C(Br)C(=O)C2=O | 58%*
O=C(N/N=C/c1cc(Cl)cc(Cl)c1O)c1cccc(Cl)c1 | 15%
c1ccc(-c2cnnc3c2[nH]c2ccccc23)cc1 | 8%
CCC(C)NC(=O)C(=O)Nc1cccc(C(F)(F)F)c1 (centres undefined) | 6%
COc1ccc(NC(=O)CN(c2ccc(C)c(Cl)c2)S(C)(=O)=O)c(OC)c1 | 1%
CC(C)N(C(=O)c1ccc(C(=O)N2CCCCC2)cc1)C(C)C | 0%
O=C1CC(c2ccccc2)=NN1c1nc(-c2ccc(Cl)cc2)cs1 | 9%
COc1ccc(/C=C2\SC(=Nc3cccc(Cl)c3C)NC2=O)cc1C | 39%
NS(=O)(=O)c1cccc(NC(=O)/C=C/c2ccccc2)c1 | 3%
CCCC1CCc2c(sc(N)c2C(N)=O)C1 (centres undefined) | 3%
CN1CCN(CCC(=O)Nc2ccc3c(c2)OCO3)CC1 | 16%
COc1ccc(C(Nc2ccccn2)c2ccc3cccnc3c2O)cc1OC (centres undefined) | 5%
CC1(c2ccccc2)CC(C)(C)N(C=O)c2ccccc21 (centres undefined) | 4%
CCOC(=O)C1=C(C)NC(=O)NC1/C=C\c1ccccc1 (centres undefined) | 20%
COc1cc([N+](=O)[O-])ccc1-c1ccc(/C=C2\C(=O)NC(=S)N(c3ccc(Cl)cc3)C2=O)o1 | 14%
COc1ccc(C=NCCCN2CCOCC2)cc1OC | 20%
O=S(=O)(NCCSCc1cccc(Cl)c1)c1ccc(Br)cc1 | 26%
CSc1nnc2c(n1)OC(c1ccc(O)c(Cl)c1)Nc1ccccc1-2 (centres undefined) | 12%
CC1=[N+]([O-])C(C)(C)C(c2ccc(C)o2)=[N+]1[O-] | 2%

Reprinted at random: four records from the list, in no set order.
SMILES | RNase H inhibition
CC1=[N+]([O-])C(C)(C)C(c2ccc(C)o2)=[N+]1[O-] | 2%
CC1(c2ccccc2)CC(C)(C)N(C=O)c2ccccc21 (centres undefined) | 4%
CCOC(=O)C1=C(C)NC(=O)NC1/C=C\c1ccccc1 (centres undefined) | 20%
CN1CCN(CCC(=O)Nc2ccc3c(c2)OCO3)CC1 | 16%

Further compounds
SMILES | RNase H inhibition
Oc1ccccc1C=Nc1ccc2c(c1)ncn2-c1ccccc1 | 18%
O=C(NC1=Nc2cccc3cccc1c23)c1cccc(C(F)(F)F)c1 | 0%
Cc1cc(N2CCN(C(=O)c3ccc(F)c(F)c3)CC2)c(F)cc1[N+](=O)[O-] | 14%
O=S(=O)(c1ccc(Cl)cc1)N1CCN(Cc2ccccn2)CC1 | 10%
C/C(=N\NC(=O)c1cccc(Cl)c1)c1ccc(Br)cc1 | 4%
COc1ccc(N2C(=O)/C(=C/c3cc(C)n(-c4cccc([N+](=O)[O-])c4)c3C)C(=O)NC2=S)cc1 | 19%
CCCN1C(=O)/C(=C/c2nc3ccccc3c(=O)n2Cc2ccccc2)c2ccccc21 | 22%
Cc1cc2oc(=O)cc(C)c2cc1NC(=O)c1cccc(Br)c1 | 10%
COC(=O)CSc1nnc(-c2ccc(C(C)(C)C)cc2)n1-c1ccccc1 | 7%
CCCC1CC(C(=O)NC(C(C)O)C2OC(SC)C(O)C(O)C2O)N(C)C1 (centres undefined) | 0%
O=C(Nc1ccc(Cl)c(Cl)c1)Nc1nnc(-c2ccccc2Br)s1 | 0%
N#C/C(=C\c1ccc(-c2ccccc2)o1)C(=O)NCc1ccccc1 | 16%
O=C(N/N=C/c1cc([N+](=O)[O-])cc(Br)c1O)/C(=C\c1ccc2c(c1)OCO2)NC(=O)c1ccccc1 | 0%
N/C(=N\OC(=O)Cc1c(F)cccc1Cl)c1ccccn1 | 8%
C=CCNC(=O)c1ccc(I)cc1 | 0%
O=C(c1ccccc1O)N1N=CCC1(O)c1ccc(Cl)cc1 (centres undefined) | 3%
COc1ccc(S(=O)(=O)NCc2ccc(C)cc2)cc1 | 20%
O=C(/C=C(\O)c1ccc([N+](=O)[O-])cc1)C(F)(F)F | 0%
O=C(Nc1nc(-c2cc(Cl)ccc2Cl)cs1)C(Cl)Cl | 3%
Cc1ccc(NC(=O)C2C3CC/C=C\CCC32)cc1 (centres undefined) | 13%
C/C(Cl)=C/Cn1c(NN)nc2c1c(=O)[nH]c(=O)n2C | 11%
O=C(O)c1ccc(Oc2ccc(NC(=O)C3CCCCC3)cc2)cc1C(=O)O | 10%
COc1ccc(/C=C(/NC(=O)c2ccco2)C(=O)Nc2ccc(OC)cc2)cc1 | 0%
O=C1c2ccccc2-c2onc3ccc(Nc4ccccc4)c1c23 | 12%
Cc1cc2c(cc1C)CSC(c1cccc([N+](=O)[O-])c1)SC2 | 12%
Cc1ccc(S(=O)(=O)N2CCCC2)cc1[N+](=O)[O-] | 0%
CCOC(=O)c1c(NC(=O)c2c(C)c(-c3ccc(Cl)cc3Cl)nc3ccccc23)sc2c1CCCCC2 | 7%
O=C1c2ccccc2C(=O)N1c1cc([N+](=O)[O-])ccc1F | 4%
N#CC(C#N)=Cc1ccc(-c2cc(Cl)ccc2Cl)o1 | 33%
COc1ccc(Cl)cc1C(=O)Nc1ccncc1 | 3%
O=C(O)CCCN1C(=O)C(=O)/C(=C(/O)c2ccccc2)C1c1ccc(F)cc1 (centres undefined) | 1%
CC1CN(C(=O)c2ccco2)CCN1C(=O)c1ccco1 (centres undefined) | 8%
COc1ccc(C=Nc2ccc(I)cc2)c2ccccc12 | 16%
COc1cc(N=Cc2cccc([N+](=O)[O-])c2)c(OC)cc1Cl | 7%
COc1ccc(C(=O)Nc2nnc(-c3ccccc3)s2)cc1 | 0%
CCOc1cccc(-c2cc(C(=O)N3CCN(c4ccccc4OCC)CC3)c3ccccc3n2)c1 | 14%
COc1ccc(NC(=O)C(=O)NCCc2ccc(Cl)cc2)cc1 | 15%
Cc1onc(-c2ccccc2)c1C(=O)N1CCN(c2ccc(Cl)cc2)CC1 | 6%
CCOc1ccccc1N1CCN(Cc2ccoc2)CC1 | 11%
CC1(C)CC(=O)C(/C=N/c2ncc(C(F)(F)F)cc2Cl)=C(O)C1 | 4%
COc1cc(OC)cc(C(=O)NC23CC4CC(CC(C4)C2)C3)c1 | 3%
O=c1cc(-c2cc(O)c3c(O)c4ccccc4c(O)c3c2O)c(=O)c2c(=O)c3ccccc3c(=O)c1=2 | 3%
COc1ccccc1C1=N/C(=C\c2cccc([N+](=O)[O-])c2)C(=O)O1 | 8%
O=C(N/N=C/c1c2ccccc2cc2ccccc12)c1ccccn1 | 10%
O=C(Nc1ncc(Br)cc1Br)c1cccc2ccccc12 | 14%
O=C(N/N=C/c1ccccn1)c1ccc(Cl)c(Cl)c1 | 4%
CC(=O)N1CCN(c2nc(OC(C(F)(F)F)C(F)(F)F)nc(N(c3ccccc3)c3ccccc3)n2)CC1 | 0%
CCOc1ccc(-c2cc(OCC)c3c(C)oc(C)c3c(=Nc3ccc(OC)cc3)c2)cc1 | 21%
N#C/C(=C/c1ccc(-c2ccccc2[N+](=O)[O-])o1)C(=O)Nc1ccc(F)cc1 | 15%
CCN1C(=O)/C(=C\c2cc(Cl)ccc2OCCCOc2ccccc2)SC1=S | 33%
Next structures follow.
SMILES | RNase H inhibition
COc1ccc(C2CC(=O)n3nc(-c4ccccc4)nc3S2)cc1 (centres undefined) | 11%
Cc1cc(Br)cc(C)c1NC(=O)COc1ccccc1 | 6%
CCOc1ccc(N/C=C\C(=O)c2ccc(F)cc2)c([N+](=O)[O-])c1 | 12%
CCC(=O)CC(O)(c1ccccc1)C(F)(F)F (centres undefined) | 0%
COc1ccc(C(=O)NC(=S)Nc2cccc(Cl)c2C)cc1[N+](=O)[O-] | 20%
CCOC(=O)C1=C(c2ccccc2)S/C(=C2/C(=S)C(C)(C)N(C(=O)C(F)(F)F)c3ccc(C)cc32)S1 | 13%
CCOC(=O)N1CCN(C2CC(=O)N(c3ccc(F)cc3)C2=O)CC1 (centres undefined) | 0%
O=C(Nc1ccccc1)Nc1ccc(F)cc1 | 0%
S=C(c1ccc(-c2ccc(Br)cc2)o1)N1CCCCC1 | 25%
CN1C(=O)C(=O)c2cc(Br)ccc21 | 14%
Cc1cc(C(O)(C(F)(F)F)C(F)(F)F)cc(C)c1N | 4%
O=C(Oc1cc2oc(=O)cc(-c3ccccc3)c2cc1Cl)C1CC1 | 22%
NC(=O)N/N=C1/CCCC/C1=C\c1ccco1 | 14%
CCOC(=O)c1c(-c2ccccc2)csc1NC(NC(=O)c1ccco1)C(=O)c1ccc(C)cc1 (centres undefined) | 15%
CCOC(=O)c1c(NC(=O)CC2Nc3ccccc3NC2=O)sc(C)c1C (centres undefined) | 3%
CNC(=O)C(=O)Nc1ccc(OC)c(OC)c1 | 15%
Cc1cccc(C(=O)NC(=S)Nc2ccc(-c3nc4cc(C)ccc4o3)cc2)c1 | 49%
CCOC(=O)c1c(NC(=O)C2CC2)sc(C(=O)Nc2ccccc2)c1C | 22%
CCOc1ccc(C2C(C(=O)OC)=C(C)NC3=C2C(=O)CC(C)(C)C3)cc1 (centres undefined) | 0%
COc1cc(OC)c(C2NC(=O)C(C)S2)c(OC)c1 (centres undefined) | 0%
O=[N+]([O-])c1ccccc1NN=C(/C=C/c1ccccc1)/C=C/c1ccccc1 | 17%
CC1=NNC(=O)C1CCC(=O)N/N=C(\C)c1ccc(Br)cc1 (centres undefined) | 30%
Cc1ccc(N2C(=O)CC(N3CCC(O)(c4ccc(Br)cc4)CC3)C2=O)cc1 (centres undefined) | 7%
O=C(CNc1ccc2ccccc2c1)c1ccc(Cl)cc1 | 12%
Cn1c(NC(=O)c2cc(-c3ccc(Br)cc3)nc3ccccc23)cc(=O)n(C)c1=O | 2%
CCOc1ccc2nc(SCC(=O)NCC(=O)c3ccccc3)sc2c1 | 8%
O=C1CN(C(=O)c2ccc(F)cc2)c2ccccc2N1 | 6%
O=C(NC(=S)Nc1cccc(-c2nc3cc(Cl)cc(Cl)c3o2)c1)c1ccccc1Cl | 19%
Brc1ccccc1CN1CCN(C2CCN(Cc3ccccc3)CC2)CC1 | 3%
COc1ccc(C2=C/C(=C\c3ccc(OC(C)=O)c(OC)c3)C(=O)O2)cc1 | 15%

As a short view, 5 of the compounds above.
SMILES | RNase H inhibition
CCOc1ccc2nc(SCC(=O)NCC(=O)c3ccccc3)sc2c1 | 8%
O=C1CN(C(=O)c2ccc(F)cc2)c2ccccc2N1 | 6%
O=C(NC(=S)Nc1cccc(-c2nc3cc(Cl)cc(Cl)c3o2)c1)c1ccccc1Cl | 19%
Brc1ccccc1CN1CCN(C2CCN(Cc3ccccc3)CC2)CC1 | 3%
COc1ccc(C2=C/C(=C\c3ccc(OC(C)=O)c(OC)c3)C(=O)O2)cc1 | 15%

An excerpt from above in order of heavy-atom count, high to low:
SMILES | RNase H inhibition
O=[N+]([O-])c1ccccc1NN=C(/C=C/c1ccccc1)/C=C/c1ccccc1 | 17%
Brc1ccccc1CN1CCN(C2CCN(Cc3ccccc3)CC2)CC1 | 3%
CC1=NNC(=O)C1CCC(=O)N/N=C(\C)c1ccc(Br)cc1 (centres undefined) | 30%
O=C(CNc1ccc2ccccc2c1)c1ccc(Cl)cc1 | 12%
O=C1CN(C(=O)c2ccc(F)cc2)c2ccccc2N1 | 6%

Later entries
SMILES | RNase H inhibition
Cc1ccccc1C(=O)Nc1sc2c(c1C(=O)OC(C)C)CCCCC2 | 25%
O=C(CCN1CCN(Cc2ccccc2)CC1)Nc1ccccc1Cl | 18%
N#C/C(=C\c1ccc(Cl)cc1Cl)C(=O)NCC1CCCO1 (centres undefined) | 3%
O=C(Nc1c(C(=O)Nc2ccccc2)cnn1-c1ccccc1)c1cccs1 | 7%
COC(=O)c1ccc(NC(=O)c2c(O)c3ccccc3n(CC(C)C)c2=O)cc1 | 6%
Cc1c(NC(=O)c2cccc3ccccc23)c(=O)n(-c2ccccc2)n1C | 0%
Cc1ccccc1C(=O)NNC(=O)c1ccccc1 | 4%
CCN1C(=O)/C(=C\c2ccc(OCc3cccc(C)c3)c(OC)c2)SC1=S | 8%
CCOc1ccc(-n2nc3ccc(NC(=S)NC(=O)c4cccc(Br)c4)cc3n2)cc1 | 10%
CC(C)c1ccccc1OCCCCN1CCOCC1 | 0%
COc1ccc(/C=C2\SC(N3CCC(C)CC3)=NC2=O)cc1OC | 0%
COc1ccc(N(CC(=O)NCc2ccc(Cl)cc2)S(C)(=O)=O)cc1 | 12%
O=C(COc1ccc(Br)cc1Cl)NCc1ccccn1 | 18%
CCCCC1(C)OC(=O)C(=Cc2cc(Br)c(O)c(OC)c2)C(=O)O1 (centres undefined) | 17%
COc1ccc(N2C(=O)NC(=O)/C(=C\c3cc(Br)c(OC)cc3OC)C2=O)cc1 | 6%
CC1=C(C)CC2C(=O)N(c3ccccc3)C(=O)C2C1 (centres undefined) | 1%
CC1=C(C(=O)OCC(C)C)C(c2cccc(Br)c2)NC(=O)N1 (centres undefined) | 5%
COc1ccc(OC)c(N(CC(=O)NC(C)C)S(=O)(=O)c2ccccc2)c1 | 0%
Cc1cc(C)c(NC(=O)COc2ccc(C)cc2Br)c(C)c1 | 14%

In a second layout: results already given
structure	RNase H inhibition
CC1=C(C(=O)OCC(C)C)C(c2cccc(Br)c2)NC(=O)N1 (centres undefined)	5%
COc1ccc(OC)c(N(CC(=O)NC(C)C)S(=O)(=O)c2ccccc2)c1	0%

Bioassay records as filed in PubChem.

A portion of the library (hit frequency here may not be typical).
